Source: PubChem
Tau fibril FP: qHTS for Inhibitors of Tau Fibril Formation, Fluorescence Polarization. Microtubule-associated protein tau (Homo sapiens), P10636. K18 P301L tau heparin fibrillization, Alexa594 FP, 6 h. Potency, µM (top dose mostly 57.7 µM), for the others: top-dose activity, negative = inhibition, usual class: inhibitors. 280,000 compounds, 0.39% hits; further: nearly all actives have a fitted effect of over 55% in size
Target sequence (P10636 561-689 P618L limits assumed): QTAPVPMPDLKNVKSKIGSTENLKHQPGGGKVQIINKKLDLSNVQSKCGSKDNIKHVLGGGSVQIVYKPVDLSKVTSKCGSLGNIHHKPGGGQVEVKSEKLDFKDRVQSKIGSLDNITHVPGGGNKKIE
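Human K18 P301L fragment (15 uM unlabeled plus 0.24 uM Alexa 594-labeled) in 100 mM sodium acetate pH 7 with compound, aggregation induced by 20 uM heparin for 6 hr at 37 C. ThT (30 uM) added for 1 hr, then Alexa 594 FP read.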
aGal spleen mod: qHTS Assay for Inhibitors and Activators of Human alpha-Galactosidase From Spleen Homogenate | AID 2107, 2009 | Potency, µM (doses to about 80 µM), for the others: at the highest dose activity change, negative = inhibition, actives largely listed as inhibitors | 240,000 compounds, 0.008% hits | human spleen homogenate, 4MU-alpha-Gal fluorescence, 40 min;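 further: 0% = enzyme with vehicle and -100% = no enzyme basal signal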
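Spleen homogenate 1 ug + cpd (titration) + 4-MU-alpha-D-galactopyranoside 1 mM; 37C 40 min; 50 mM citrate/phosphate pH 5.0, 0.01% Tween-20; stop pH 10; fluorescence 365/440; AC50 via Hill.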
Tau fluor counter: Counterscreen qHTS for Inhibitors of Tau Fibril Formation, Fluorescence Polarization; Potency, µM (top dose mostly 57.7 µM), without a hit: top-dose activity change, negative = decrease; 280,000 compounds, 0.93% hits; tau K18 P301L Alexa594 fluorescence, heparin fibrillization; further: nearly all actives have a fitted effect of over 55% in size
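Human K18 P301L tau (15 uM unlabeled plus 0.24 uM Alexa 594-labeled, final) in 100 mM sodium acetate pH 7 was mixed with compound and 20 uM heparin and incubated 6 hr at 37 C.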
TexasRed fluor: Total Fluorescence Counterscreen for Inhibitors of the Interaction of Thyroid Hormone Receptor and Steroid Receptor Coregulator 2; TRb/SRC2 Texas Red total fluorescence interference; 280,000 compounds, 0.29% hits; AID 1479, 2009; Potency, µM (series often up to 106 µM), without a hit: at the top dose fluorescence change, negative = quenching; active means well fitted curve in either direction with a large enough effect; inconclusive means small, poorly fitted or top-dose-only effect
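Human TRβ ligand-binding domain (0.6 uM) and Texas Red SRC2 peptide (20 nM) in Tris buffer with 1 uM T3 and 5% DMSO were incubated with pinned compound for 5 hr at ambient temperature. Total fluorescence was computed as S + 2P (555/632 nm).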
ALDH1A1 inh: qHTS Assay for Inhibitors of Aldehyde Dehydrogenase 1 (ALDH1A1); Purified ALDH1A1, NADH fluorescence, propionaldehyde substrate; Potency, µM (series often up to 75.3 µM), for the others: top-dose activity, negative = inhibition, most hits filed as inhibitors; 220,000 compounds, 7.3% hits; AID 1030, 2008; active means well fitted inhibition curve with a large enough effect, not every such curve was filed as active; inconclusive means small, poorly fitted or top-dose-only effect, or another doubt; inactive means no such curve, though single readings can be large or run the other way;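 further: plate controls were no enzyme wells and a reference inhibitor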
L3MBTL1 inh: qHTS Assay for the Inhibitors of L3MBTL1. 230,000 compounds, 0.66% hits. Potency, µM (top dose mostly 57.1 µM), without a hit: at the top dose activity, negative = inhibition, most hits filed as inhibitors. AlphaScreen L3MBTL1–H3K9me1 peptide binding; further: nearly all actives have a fitted effect of over 60% in size
Target sequence (Q9Y468 whole entry, looked up): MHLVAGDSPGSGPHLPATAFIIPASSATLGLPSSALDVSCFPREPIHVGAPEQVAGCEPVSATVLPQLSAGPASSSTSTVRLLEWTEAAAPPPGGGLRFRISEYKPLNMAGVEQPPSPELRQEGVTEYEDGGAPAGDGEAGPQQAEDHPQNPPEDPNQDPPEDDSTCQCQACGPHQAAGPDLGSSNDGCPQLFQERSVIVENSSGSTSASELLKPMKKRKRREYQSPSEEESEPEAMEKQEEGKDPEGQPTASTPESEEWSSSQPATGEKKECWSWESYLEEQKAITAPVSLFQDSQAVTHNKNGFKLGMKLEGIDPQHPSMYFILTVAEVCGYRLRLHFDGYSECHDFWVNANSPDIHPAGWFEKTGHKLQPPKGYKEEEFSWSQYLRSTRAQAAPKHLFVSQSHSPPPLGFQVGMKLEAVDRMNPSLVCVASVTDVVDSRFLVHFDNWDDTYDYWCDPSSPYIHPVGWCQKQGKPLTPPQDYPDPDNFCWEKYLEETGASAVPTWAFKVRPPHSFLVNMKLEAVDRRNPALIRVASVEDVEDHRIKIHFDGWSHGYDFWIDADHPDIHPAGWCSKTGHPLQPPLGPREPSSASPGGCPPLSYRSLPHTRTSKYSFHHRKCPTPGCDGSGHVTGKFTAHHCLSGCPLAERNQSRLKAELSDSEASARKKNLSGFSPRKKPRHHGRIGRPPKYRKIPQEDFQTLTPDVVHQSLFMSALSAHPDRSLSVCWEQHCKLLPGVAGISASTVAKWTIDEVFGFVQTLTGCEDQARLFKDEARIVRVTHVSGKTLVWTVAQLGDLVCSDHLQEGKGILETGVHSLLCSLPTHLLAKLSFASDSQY
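AlphaScreen assay: L3MBTL1 (50 nM final) was preincubated 30 min at room temperature with biotinylated H3(1-15)K9me1 peptide (75 nM final), then 30 min with library compounds; streptavidin donor and nickel chelate acceptor beads (10 ug/mL final) added, 30 min dark.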
TRb SRC2 PPI: qHTS for Inhibitors of the Interaction of Thyroid Hormone Receptor and Steroid Receptor Coregulator 2 | TRbeta-SRC2 peptide binding, fluorescence polarization; receptor liganded with 1 µM T3 | Potency, µM (top dose mostly 106 µM), for the others: top-dose activity change, negative = inhibition, actives largely listed as inhibitors | 280,000 compounds, 0.065% hits;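 further: plate controls were bound peptide for no effect and peptide without receptor for full effect; nearly all actives have a fitted effect of over 50% in size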
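Compounds were added to 0.6 uM TRb ligand-binding domain and 20 nM Texas Red-labeled SRC2 peptide in Tris buffer containing 1 uM T3, incubated 5 hr at ambient temperature, then read by fluorescence polarization.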
Tau ThT inhib: qHTS for Inhibitors of Tau Fibril Formation, Thioflavin T Binding | AID 1460, 2008 | 270,000 compounds, 2.1% hits | recombinant tau K18 P301L, heparin-induced fibrillization, ThT fluorescence | Microtubule-associated protein tau (Homo sapiens), P10636 | Potency, µM (series often up to 57.4 µM), for the others: at the highest dose activity, negative = inhibition, hits mostly inhibitors; further: nearly all actives have a fitted effect of over 55% in size
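Fibril formation assay: tau K18 P301L at 15 uM with trace Alexa 594 label, heparin inducer 20 uM, pH 7 sodium acetate buffer, 37 C for 6 hr; endpoint ThT signal.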
The depositor's hits bear a star; ? = inconclusive; · = no result given; & = joins results of further samples; [ ] = remark or other dose. Unless noted, the call rests on the fitted dose curve; in most records, active means well fitted curve in the direction sought with a large enough effect; inconclusive means small, poorly fitted or top-dose-only effect, or another doubt; inactive means no such curve, though single readings can be large; an effect the other way counts as inactive or inconclusive. Unless noted, on the % scale 0 is the no-effect control and ±100 the full control effect; potency means the concentration at half of the fitted maximal effect.

SMILES	Tau fibril FP	aGal spleen mod	Tau fluor counter	TexasRed fluor	ALDH1A1 inh	L3MBTL1 inh	TRb SRC2 PPI	Tau ThT inhib
CCOC(=O)c1nnn(CC(=O)NC(=O)Nc2ccccc2)c1C(=O)OCC	-11%	-7%	-17%	0%	8%	·	-1%	1%
O=C(CNC(=O)/C(=C\c1ccc(Br)cc1)NC(=O)c1ccccc1)OCc1ccccc1	-6%	-2%	-15%	-2%	-8%	-6%	2%	-5%
CCOC(=O)c1c(C)[nH]c(C)c1C(=O)COC(=O)c1nc2nccc(C)n2n1	6%	7%	-1%	0%	1%	-23%	-3%	-9%
O=C(c1ccc2c3n(nc2c1)-c1ccc(Cl)cc1CO3)N1CCCCC1	6%	0%	-6%	1%	·	·	-2%	?
COC(=O)C1=C(C(=O)OC)[C@@H]2N(Cc3ccccc3)c3ccccc3[C@@]23C[C@@H](C(=O)OC)N(S(=O)(=O)c2ccc(C(F)(F)F)cc2)C3=N1	4%[11.6 µM]	3%[17.5 µM]	3%[11.6 µM]	-2%[11.2 µM]	3%[13.5 µM]	·	11%[11.2 µM]	2%[11.5 µM]
COC(=O)c1ccc(Cn2c(SCc3ccccc3)nc3ccncc32)cc1	1%	·	-10%	4%	·	·	1%	1%
CC(O)COc1ccc(/C(=N/O)c2ccccc2)cc1 (centres undefined)	-1%	-1%	-6%	4%	4%	10%	0%	0%
O=C1c2cccnc2C(=O)N1Cc1ccc2c(c1)OCO2	-1%	2%	3%	1%	3%	-12%	-24%	-1%
CCSc1nnc(NC(=O)CSc2nnc(-c3c[nH]c4ccccc34)n2C)s1	4%	1%	-29%	-2%	-5%	·	4%	?
Cc1ccc(S(=O)(=O)N2CCC(=O)N(C(COCc3ccc(Cl)cc3)C(C)C)CC2)cc1 (centres undefined)	-1%	-9%	-18%	-2%	?	-1%	2%	?
Cn1c(NCc2ccco2)nc2ccccc21	2%	-1%	2%	-1%	3%	21%[11.4 µM]	-5%	0%
CO/N=C1/c2cc(OC)ccc2O[C@@H](c2cccc(OC)c2)[C@H]1O	-3%[11.6 µM]	6%[17.5 µM]	-3%[11.6 µM]	-5%[11.2 µM]	?	·	1%[11.2 µM]	-10%[11.5 µM]
C/C(CCN1CCCCc2nc(C)c(C)cc21)=N\OC[C@@H](O)COCc1ccco1	-5%[11.6 µM]	-10%[17.5 µM]	-11%[11.6 µM]	-1%[11.2 µM]	-3%[13.5 µM]	·	3%[11.2 µM]	-4%[11.5 µM]
CCc1ccc(CNC(=O)CCn2c(=O)c3cccn3c3ccc(F)cc32)cc1	-2%	·	-23%	11%	·	·	7%	-6%
O=C1c2ccccc2CCCC12N=NCC2c1cccc2ccccc12 (centres undefined)	-13%	9%	-17%	-2%	-7%	-6%	-3%	?
CC(=O)c1ccc(-n2c(=O)[nH]c(=O)c3c(N)c(C(=O)c4ccc(Cl)cc4)sc32)cc1	-8%	6%	-12%	-1%	·	·	8%	-11%
Cc1cccc(Cn2c(SCc3ccc(C(=O)NC4CCCCC4)cc3)nc3ccncc32)c1	-6%	·	-27%	?	·	·	-4%	-6%
Cc1ccc(Nc2nnc(SCC3CCCCO3)s2)cc1 (centres undefined)	?	4%	?	1%	-2%	-2%	-5%	?
CCCC(c1nnnn1Cc1ccccc1)N1CCN(c2ccccc2OC)CC1 (centres undefined)	4%	4%	-2%	-5%	-1%	1%	-6%	-6%
O=C(CSc1nc(-c2cccs2)nc2cc(=O)[nH]n12)Nc1cccc(C(F)(F)F)c1	-3%	·	-25%	-2%	·	·	-4%	?
O=C(CSc1nc2c([nH]c3ccccc32)c(=O)n1-c1ccc(F)cc1)NCc1ccc(F)cc1	?	·	-28%	4%	·	·	1%	-1%
CCCC(=O)NC(=S)Nc1ccc(N2CCN(C(=O)c3cccs3)CC2)cc1	5%	3%	-4%	-2%	?	-4%	-5%	-15%
CC(C)Sc1cc(N2CCCC2)nc(-c2ccccc2)n1	-7%	5%	-21%	0%	9%	21%	3%	-18%
O=S(Cc1ccc(Cl)cc1)CC(O)COc1ccc(Cl)cc1 (centres undefined)	2%	-1%	-10%	-2%	4%	-2%	7%	-12%
CC(C)NC(=O)c1ccc(-n2c(=S)[nH]c3ccccc3c2=O)cc1	0%	-4%	4%	0%	-2%	-2%	-2%	-1%
O=S1(=O)CC/C(=N\Nc2ccccc2)c2ccsc21	-3%	-9%	?	-5%	25µM*	-17%	6%	-15%
COc1ccc(C(=O)CSc2nc(SC)ns2)cc1OC	2%	-1%	-11%	0%	3%	·	-7%	-18%
CCn1c2ccccc2c2cc(NC(=O)CSc3nnc(-c4ccc(OC)c(OC)c4)n3N)ccc21	13%	-9%	?	-1%	?	-1%	-1%	?
CCCCCCNC(=O)CC(c1ccccc1)c1cc(Br)ccc1O (centres undefined)	5%	3%	8%	3%	0%	32%	-12%	14%
CCCc1cc(=O)oc2cc(OCC(=O)N(C)C)c(Cl)cc12	-2%	-3%	-2%	1%	?	4%	-6%	-4%

Part of the list above in order of molecular weight, low to high:
SMILES	Tau fibril FP	aGal spleen mod	Tau fluor counter	TexasRed fluor	ALDH1A1 inh	L3MBTL1 inh	TRb SRC2 PPI	Tau ThT inhib
O=S1(=O)CC/C(=N\Nc2ccccc2)c2ccsc21	-3%	-9%	?	-5%	25µM*	-17%	6%	-15%
CC(C)Sc1cc(N2CCCC2)nc(-c2ccccc2)n1	-7%	5%	-21%	0%	9%	21%	3%	-18%
COc1ccc(C(=O)CSc2nc(SC)ns2)cc1OC	2%	-1%	-11%	0%	3%	·	-7%	-18%
O=S(Cc1ccc(Cl)cc1)CC(O)COc1ccc(Cl)cc1 (centres undefined)	2%	-1%	-10%	-2%	4%	-2%	7%	-12%
CCCC(c1nnnn1Cc1ccccc1)N1CCN(c2ccccc2OC)CC1 (centres undefined)	4%	4%	-2%	-5%	-1%	1%	-6%	-6%
CCCC(=O)NC(=S)Nc1ccc(N2CCN(C(=O)c3cccs3)CC2)cc1	5%	3%	-4%	-2%	?	-4%	-5%	-15%
CC(=O)c1ccc(-n2c(=O)[nH]c(=O)c3c(N)c(C(=O)c4ccc(Cl)cc4)sc32)cc1	-8%	6%	-12%	-1%	·	·	8%	-11%
O=C(CSc1nc(-c2cccs2)nc2cc(=O)[nH]n12)Nc1cccc(C(F)(F)F)c1	-3%	·	-25%	-2%	·	·	-4%	?
CCn1c2ccccc2c2cc(NC(=O)CSc3nnc(-c4ccc(OC)c(OC)c4)n3N)ccc21	13%	-9%	?	-1%	?	-1%	-1%	?

Next section:
SMILES	Tau fibril FP	aGal spleen mod	Tau fluor counter	TexasRed fluor	ALDH1A1 inh	L3MBTL1 inh	TRb SRC2 PPI	Tau ThT inhib
Cc1cc(C(=O)NCc2ccc(Cl)cc2)c2c(C)nn(-c3ccccc3)c2n1	-14%	·	-21%	0%	·	·	-1%	-7%
CCCCc1cc2c(cn1)=C(OC(=O)c1cnc3ccccc3n1)C(C)(OC(=O)CC)C(=O)C=2 (centres undefined)	-6%[11.6 µM]	-4%[17.5 µM]	-7%[11.6 µM]	-1%[11.2 µM]	3.2µM*	·	1%[11.2 µM]	?
CC(C)c1nnc(NC(=O)c2ccc(S(=O)(=O)N3CCOCC3)cc2)s1	-3%	8%	5%	-2%	-2%	37%[activator]	0%	9%
CC(C)(C)c1cn(-c2ccc(F)cc2)c(=S)[nH]1	2%	2%	-10%	-2%	-5%	·	0%	-10%
COc1cccc2cc(-c3nnc(SCC(=O)Nc4cc(C(F)(F)F)ccc4Cl)n3N)oc12	?	19%	-13%	-1%	?	·	0%	5%
Cc1ccc(C(=O)OCC(=O)NCC2CCCO2)c(C)c1 (centres undefined)	4%	0%	0%	3%	2%	-12%	7%	5%
COc1cc2ncnc(NCCCN3CCOCC3)c2cc1OC	-7%	11%	-6%	-2%	·	·	5%	·
Cn1c(=O)c2nc(-c3ccccc3)oc2c2ccccc21	-2%	-3%	-8%	-4%	?	7%	-4%	-6%
CCOc1ccc(C(=O)NC(=S)Nc2ccccc2N2CCC(C)CC2)cc1[N+](=O)[O-]	-9%	3%	?	1%	?	0%	10%	-17%
COc1cccc(C(=O)Nc2cccc(NC(C)=O)c2)c1	-3%	-2%	-9%	-1%	-11%	6%	-7%	-10%
CC(C)(C)NCC(O)COc1cccc2[nH]c(=O)[nH]c12 (centres undefined)	5%&2%	-8%&0%	-12%&-1%	-3%&2%	7%&-12%	·	3%&6%	-10%&-3%
Cn1c(-c2cccc([N+](=O)[O-])c2)[n+](C)c2ccccc21	7%	-3%	-8%	0%	4%	·	-6%	-7%
O=C(O)c1cccc(N2CCCC2=O)c1	-3%	4%	-6%	-3%	?	-6%	-2%	-10%
CCN1C(=O)NC(c2cc(Br)ccc2OC)C(C(=O)OC)=C1C (centres undefined)	3%	1%	11%	-7%	-7%	25%	-4%	13%
O=C(/C=C/c1cccs1)Nc1ccc(S(=O)(=O)Nc2ncccn2)cc1	-6%	-12%	-13%	-3%	·	-4%	-9%	-10%
CCOc1cc(S(=O)(=O)NCc2ccc3c(c2)OCO3)ccc1F	2%	3%	-12%	-2%	-5%	·	7%	-8%
O=C(/C=C/c1ccc(OC2CSC2)cc1)c1ccccc1	-3%	4%	-7%	-6%	1%	-8%	-3%	?
